LDHA inh: qHTS assay for inhibitors of human lactate dehydrogenase; 0.15% of 480,000 active; purified LDHA, NADH/diaphorase-resazurin fluorescence; stronger effect = lower value; L-lactate dehydrogenase A chain (Homo sapiens), P00338; AID 1347041, 2019; activity change, % (values are at about 110 or 230 µM); in the data active means activity change below about -30%;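 further: plate controls were DMSO wells for no effect and wells without enzyme for full effect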
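Enzyme activity of human lactate dehydrogenase 5 (2 nM; 0.06 mM NADH, 0.2 mM pyruvate, 5 min, RT) is measured via a resazurin/diaphorase fluorescence readout of residual NADH.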
The depositor's hits bear a star. These rows are one share of the data; the hit share may differ from the screen's.

No. | SMILES | LDHA inh
1 | CN(C(=O)c1cn(Cc2ccccc2)c2ccccc12)C1CCS(=O)(=O)C1 (stereo unspecified) | -3
2 | c1ccc(-n2nnnc2C2(NC3CCCCC3)CCCCC2)cc1 | 5
3 | CN(Cc1cccs1)C(=O)CCl | 5
4 | CC(C)Oc1cccc(CCN)c1 | 2
5 | O=C(O)CSC(c1ccc(F)cc1)c1ccc(F)cc1 | 7
6 | C=CCNC(=O)NC(=O)COC(=O)c1cn(C)c2ccccc12 | 3
7 | O=c1[nH]c2ccccc2n1C1CCN(Cc2ccc(-c3nc4ccc(F)cc4nc3-c3ccccc3)cc2)CC1 | 2
8 | CCc1nn2c(=O)cc(N3CCN(C)CC3)nc2s1 | 8
9 | CC(N)Cc1ccc(N(C)C)cc1 (stereo unspecified) | -7
10 | COc1ccc(CNCCc2c[nH]c3ccccc23)cc1 | -9
11 | C[C@H]1COc2cc(N3CCN(C)CC3)ccc2S(=O)(=O)N1 | -4
12 | O=C(c1cn(Cc2ccccc2F)c2ccccc12)C1CCCCC1 | 17
13 | Cc1[nH]nc2c1C(c1cccc(OCC(C)C)c1)SCC(=O)N2 (stereo unspecified) | -9
14 | N#Cc1c(-c2ccc([N+](=O)[O-])o2)no[n+]1[O-] | 20
15 | COc1ccccc1OCC(=O)N1CCN(Cc2nc(N)c3ccccc3n2)CC1 | 4

Entries above that have fluorine:
No. | SMILES | LDHA inh
5 | O=C(O)CSC(c1ccc(F)cc1)c1ccc(F)cc1 | 7
7 | O=c1[nH]c2ccccc2n1C1CCN(Cc2ccc(-c3nc4ccc(F)cc4nc3-c3ccccc3)cc2)CC1 | 2
12 | O=C(c1cn(Cc2ccccc2F)c2ccccc12)C1CCCCC1 | 17

Carrying on.
No. | SMILES | LDHA inh
16 | CCOC(=O)[C@]12Cc3cc4ccccc4cc3[C@H]1N(Cc1ccccc1)C(=O)c1ccccc12 | -4
17 | CC(C)(C)NC(=O)NC(O)C(Cl)(Cl)Cl (stereo unspecified) | 3
18 | COc1cccc(CCNCc2ccc(OC)c3ccccc23)c1 | 3
19 | O=C(Cc1c[nH]c2ccccc12)N1CCN(C(c2ccccc2)c2ccccc2)CC1 | -2
20 | C#CCN1CCN(Cc2ccc(OC)c(OC)c2)CC1 | -9
21 | NC(=O)C1CCN(C(=O)c2cn(Cc3ccccc3)c3ccccc23)CC1 | -15
22 | CCOCCCNC1CC(C)CC(C)(C)C1 (stereo unspecified) | -7
23 | C#CCOc1ccc(CCN)cc1 | 2
24 | Cc1ccc(C2=CCN(Cc3oc(CO)cc(=O)c3O)CC2)cc1 | 4
25 | CCc1c(C)nc(N2CCN(CC)CC2)[nH]c1=O | 6
26 | O=[N+]([O-])c1ccc(N2CCC(O)CC2)c2ccncc12 | 35
27 | CCOC(=O)[C@]12Cc3cc(C)ccc3[C@H]1N(Cc1ccccc1)C(=O)c1cc(OC)ccc12 | -2
28 | Cc1cc(C)c2[nH]c(C)c(CCN)c2c1 | 1
29 | CCCC1CCC(NC(C)C)CC1 (stereo unspecified) | 5
30 | CN(C)C(=O)Oc1ccc2c(=O)c(-c3ccccc3)c(C(F)(F)F)oc2c1 | 4

25 successive records from above, for reference:
No. | SMILES | LDHA inh
3 | CN(Cc1cccs1)C(=O)CCl | 5
4 | CC(C)Oc1cccc(CCN)c1 | 2
5 | O=C(O)CSC(c1ccc(F)cc1)c1ccc(F)cc1 | 7
6 | C=CCNC(=O)NC(=O)COC(=O)c1cn(C)c2ccccc12 | 3
7 | O=c1[nH]c2ccccc2n1C1CCN(Cc2ccc(-c3nc4ccc(F)cc4nc3-c3ccccc3)cc2)CC1 | 2
8 | CCc1nn2c(=O)cc(N3CCN(C)CC3)nc2s1 | 8
9 | CC(N)Cc1ccc(N(C)C)cc1 (stereo unspecified) | -7
10 | COc1ccc(CNCCc2c[nH]c3ccccc23)cc1 | -9
11 | C[C@H]1COc2cc(N3CCN(C)CC3)ccc2S(=O)(=O)N1 | -4
12 | O=C(c1cn(Cc2ccccc2F)c2ccccc12)C1CCCCC1 | 17
13 | Cc1[nH]nc2c1C(c1cccc(OCC(C)C)c1)SCC(=O)N2 (stereo unspecified) | -9
14 | N#Cc1c(-c2ccc([N+](=O)[O-])o2)no[n+]1[O-] | 20
15 | COc1ccccc1OCC(=O)N1CCN(Cc2nc(N)c3ccccc3n2)CC1 | 4
16 | CCOC(=O)[C@]12Cc3cc4ccccc4cc3[C@H]1N(Cc1ccccc1)C(=O)c1ccccc12 | -4
17 | CC(C)(C)NC(=O)NC(O)C(Cl)(Cl)Cl (stereo unspecified) | 3
18 | COc1cccc(CCNCc2ccc(OC)c3ccccc23)c1 | 3
19 | O=C(Cc1c[nH]c2ccccc12)N1CCN(C(c2ccccc2)c2ccccc2)CC1 | -2
20 | C#CCN1CCN(Cc2ccc(OC)c(OC)c2)CC1 | -9
21 | NC(=O)C1CCN(C(=O)c2cn(Cc3ccccc3)c3ccccc23)CC1 | -15
22 | CCOCCCNC1CC(C)CC(C)(C)C1 (stereo unspecified) | -7
23 | C#CCOc1ccc(CCN)cc1 | 2
24 | Cc1ccc(C2=CCN(Cc3oc(CO)cc(=O)c3O)CC2)cc1 | 4
25 | CCc1c(C)nc(N2CCN(CC)CC2)[nH]c1=O | 6
26 | O=[N+]([O-])c1ccc(N2CCC(O)CC2)c2ccncc12 | 35
27 | CCOC(=O)[C@]12Cc3cc(C)ccc3[C@H]1N(Cc1ccccc1)C(=O)c1cc(OC)ccc12 | -2

The list goes on.
No. | SMILES | LDHA inh
31 | c1ccc(CNC2(c3nnnn3-c3ccccc3)CCCCC2)cc1 | -6
32 | CCN(C(=O)CN1CC=C(c2ccccc2)CC1)C1CCS(=O)(=O)C1 (stereo unspecified) | 1
33 | NC1(c2ccccc2)CC1 | 1
34 | CC(C)N(C(=O)CN1CC=C(c2c[nH]c3ccccc23)CC1)C(C)C | 2
35 | CCCCCN1C(=O)c2cc(OC)ccc2[C@@]2(C(=O)OCC)Cc3cc(Cl)ccc3[C@@H]12 | 2
36 | COc1ccc(C)cc1NC(=O)c1cn(C)c2ccccc12 | 11
37 | Cc1cccc(CN2CCN(C(=O)Cc3n[nH]c(=O)c4ccccc34)CC2)c1 | -14
38 | Clc1ccc(COc2cccc(CNC3CN4CCC3CC4)c2)c(Cl)c1 (stereo unspecified) | 8
39 | Clc1cc(Cl)cc(-c2ccc(CNC3CN4CCC3CC4)o2)c1 (stereo unspecified) | 0
40 | CC(=O)c1c(C)[nH]c(C(=O)C(C)N(C)Cc2cccc(F)c2)c1C (stereo unspecified) | 13
41 | C#CCN1CCN(Cc2ccc3c(c2)OCCO3)CC1 | 2
42 | COc1ccc(-n2nc(C)c3c2NC(=O)CSC3c2cc(OC)c(O)c(OC)c2)cc1 (stereo unspecified) | -1
43 | CCCCc1ccc2[nH]c(C)c(CCN)c2c1 | 0
44 | CCCCn1c(C)c(C(=O)OCC)c2cc(O)ccc21 | 12
45 | COc1ccccc1OCCCn1cc(C(=O)C(F)(F)F)c2cc(Br)ccc21 | 14

Further entries follow:
No. | SMILES | LDHA inh
46 | C=CCNC(=O)C(C)OC(=O)c1cn(C)c2ccccc12 (stereo unspecified) | 6
47 | C=CC[N+](CC#CCO)(CCCC)CCCC | 4
48 | Cc1[nH]c2ccc(F)cc2c1CC(=O)N1CCN(CC(=O)N2CCCC2)CC1 | -7
49 | COCCOc1cc2c(cc1C=O)OCO2 | 4
50 | Cn1ccn(C(F)(F)C(F)F)c1=[Se] | -2
51 | COc1ccc(Oc2c(C)oc3cc(OCC(=O)N4CCN(C)CC4)ccc3c2=O)cc1 | -9
52 | Cc1[nH]nc2c1C(c1ccc3c(c1)OCCO3)SCC(=O)N2 (stereo unspecified) | -11
53 | Cc1ccc(CNCCc2c[nH]c3ccccc23)cc1 | 3
54 | CC(C)(C)c1ccc(OCC(=O)N2CCN(Cc3nc(N)c4ccccc4n3)CC2)cc1 | 4
55 | COC(=O)c1ccc(Cl)cc1NC(=O)N(Cc1ccc(C)o1)C1CCN(Cc2ccccc2)CC1 | 6
56 | Cc1c(P(=S)(c2ccccc2)c2ccccc2)c2ccccc2n1C | 2
57 | C=CCOc1cccc(CNCCc2ccccc2)c1 | 0
58 | CC(C)c1ccc(CNCCc2c[nH]c3ccccc23)cc1 | 5
59 | O=C(NC(O)C(Cl)(Cl)Cl)c1ccco1 (stereo unspecified) | -13
60 | CC(NCc1ccco1)C(O)c1ccccc1 (stereo unspecified) | 2

Carrying on:
No. | SMILES | LDHA inh
61 | CC(C)CNC(=O)/C=C/c1ccc(C(C)C)cc1 | 10
62 | Cc1cccc(-n2nnnc2C2(N3CCCCC3)CCCCC2)c1 | 1
63 | COc1cc(C2SCC(=O)Nc3c2c(C)nn3-c2ccc(C)cc2)ccc1O (stereo unspecified) | 10
64 | CN(C)CCC(=O)c1ccccc1 | -6
65 | CC1C(c2ccc(F)cc2)=[N+]([O-])C(C)(C(=O)c2ccccc2)N1O (stereo unspecified) | 6
66 | CC1(O)CCC2C3CCC4=CC(=O)CC[C@]4(C)C3CC[C@@]21C (stereo partly specified) | 3
67 | CC(Cc1cccc(Cl)c1)NC(=O)CCCNC(=O)C1CC1 (stereo unspecified) | -1
68 | O=C(c1cn[nH]c1-c1ccc(F)cc1)N1CCC2(CC1)OCCO2 | 3
69 | CCOC(=O)[C@]12Cc3cc(Cl)ccc3[C@H]1N(C1CCCCC1)C(=O)c1cc(OC)ccc12 | -3
70 | COc1cccc(CN2CCN(C)CC2)c1OC | -1
71 | CC(=O)OC1CC2(O)[C@@H]3CCC4CC(OC5CC(O)C(OC6CC(O)C(OC7CC(O)C(O)C(C)O7)C(C)O6)C(C)O5)CCC4(C)[C@H]3CCC2(C)C1C1=CC(=O)OC1 (stereo partly specified) | 1
72 | C=C(C)C(=O)OC[N+](C)(C)CCOC(=O)C(O)(c1ccccc1)C1CCCC1 (stereo unspecified) | 9
73 | Cc1oc(-c2cccs2)nc1CC(=O)N1CCN(CC(=O)N2CCCCC2)CC1 | 1
74 | CCN(CC)C(=O)c1ccc(NC(=O)c2cc3cc(F)ccc3[nH]2)cc1 | -5
75 | CCOC(=O)[C@]12Cc3c(cc(OC)c(OC)c3OC)[C@H]1N(C)C(=O)c1cc(OC)ccc12 | 2

Next part.
No. | SMILES | LDHA inh
76 | N[C@H](CO)Cc1ccc(O)cc1 | 3
77 | CCC(C)N1CCN(Cc2ccc(OC)c(Br)c2)CC1 (stereo unspecified) | -4
78 | CCN(CC)C(=O)c1ccc(NC(=S)NCCOC)cc1 | -5
79 | N=C(N)c1cc([N+](=O)[O-])cc([N+](=O)[O-])c1 | 14
80 | Cc1ccc(N2CC(C(=O)OCC(=O)Nc3ccc(C#N)c(Cl)c3)CC2=O)cc1 (stereo unspecified) | -4
81 | Cc1oc2cc(OCC(=O)N3CCN(C)CC3)ccc2c(=O)c1-c1ccccc1 | 2
82 | NC1CC1c1ccccc1C(F)(F)F (stereo unspecified) | 2
83 | CN1CCC2(CC1)N1CC3(C)CN2CC(C)(C1)C3=O | 4
84 | CCn1c(C)c(C(=O)NCc2ccccc2)c2cc(OC)ccc21 | 12
85 | CCCCCN1C(=O)c2ccccc2[C@@]2(C(=O)OCC)Cc3cc(Cl)ccc3[C@@H]12 | 1
86 | Cc1c(-c2ccccc2)c(=O)oc2ccc(OC(=O)N(C)C)cc12 | 18
87 | CC(NC(C)c1ccc(Cl)cc1)C(=O)c1c[nH]c2ccccc12 (stereo unspecified) | 4
88 | Cc1[nH]c2ccccc2c1C(=O)C(C)NC(C)c1ccc(F)c(F)c1 (stereo unspecified) | 0
89 | CC(C)(C)CC(C)(C)NCCc1ccccc1 | 3
90 | C=C(Cl)CN1CCN(c2cccc(C(F)(F)F)c2)CC1 | 7

Continued.
No. | SMILES | LDHA inh
91 | COc1cc(C2SCC(=O)Nc3c2c(C)nn3C)ccc1OCc1ccccc1C (stereo unspecified) | -13
92 | N#CC(C#N)=Cc1cccn1-c1ccc(Br)cc1 | 9
93 | O=C(Cc1coc(-c2ccccc2)n1)N1CCCC1CN1CCCC1 (stereo unspecified) | 6
94 | CCCNC1CCCC1 | -4

Screening results as filed in PubChem.
